LDHA inh – LDHA (human) enzyme inhibition; purified LDHA, NADH/diaphorase-resazurin fluorescence; stronger effect = lower value; AID 1347041; activity change, % (values are at about 110 or 230 µM); P00338; hit rate 0.15% among 480,000; in the data active = activity change below about -30%; inconclusive = mostly about -25% to -30%;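 also: plate controls were DMSO wells for no effect and wells without enzyme for full effect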
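Resorufin fluorescence (ex540/em590), read at 0 and 20 min after diaphorase/resazurin addition, reports the NADH left after a 5 min room-temperature reaction of 2 nM human LDH5 with 0.06 mM NADH and 0.2 mM pyruvate.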
Anesthetic bind – binds horse apoferritin like a general anesthetic; P02791; apoferritin/1-aminoanthracene competitive binding, fluorescence; Potency, µM (doses to about 77.5 µM), inactives show top-dose activity change, negative = displacement, usual class: inhibitors; hit rate 0.074% among 350,000; also: potency is read from the fitted curve at half-maximal effect; % is scaled to controls: 0 for no effect and ±100 for the full control effect; nearly all actives have a fitted effect of over 20% in size
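Horse-spleen apoferritin (10 uM) was mixed with 50% saturated 1-aminoanthracene in PBS, exposed to compounds for 10 min at room temperature, and read for fluorescence (ex 380 nm, em 535 nm). Competitive displacement was fitted with a four-parameter Hill equation.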
POLI inh – blocks human DNA polymerase iota activity | Potency, µM (doses to about 115 µM), without a hit: at the top dose activity, negative = inhibition, usual class: inhibitors | AID 588590 | Q9UNA4 | hit rate 1% among 390,000 | Pol iota fluorescent replication assay, 10 min; also: potency is read from the fitted curve at half-maximal effect
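Fluorescent replication assay read twice, at 0 min and 10 min after adding 50 nM (final) substrate. Enzyme (10 nM) and compounds were first incubated 15 min at room temperature; enzyme-free buffer wells were negative controls.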
BLM helicase inh – blocks DNA unwinding by human BLM helicase | recombinant BLM DNA unwinding, fluorescence dequenching | Potency, µM (titrated, usually from 56.1 µM), for inactives: top-dose activity change, negative = inhibition, hits mostly inhibitors | hit rate 0.2% among 350,000 | AID 2528;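 also: potency is read from the fitted curve at half-maximal effect; plate controls were vehicle for no effect and no enzyme for full effect; nearly all actives have a fitted effect of over 35% in size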
Pol beta inh – blocks human DNA polymerase beta activity; hit rate 1.3% among 340,000; Potency, µM (series often up to 114 µM), inactives show at the top dose activity change, negative = inhibition, actives largely listed as inhibitors; P06746; AID 485314; Pol beta primer extension/strand displacement, fluorescence kinetic; also: potency is read from the fitted curve at half-maximal effect; % is scaled to controls: 0 for no effect and ±100 for the full control effect
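Homogeneous kinetic assay of primer extension and strand displacement by 10 nM Pol beta, preincubated 15 min at room temperature with compound before 50 nM substrate (final) was added. Read at 0 and 10 min; four-parameter Hill fit.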
Pol eta inh – inhibitors of human DNA polymerase eta; recombinant Pol eta, fluorescent DNA replication assay; Potency, µM (top dose mostly 114 µM), inactives show at the top dose activity change, negative = inhibition, most hits filed as inhibitors; hit rate 1.2% among 390,000; AID 588591; also: potency is read from the fitted curve at half-maximal effect; % is scaled to controls: 0 for no effect and ±100 for the full control effect
Target sequence (Q9Y253 whole entry, looked up): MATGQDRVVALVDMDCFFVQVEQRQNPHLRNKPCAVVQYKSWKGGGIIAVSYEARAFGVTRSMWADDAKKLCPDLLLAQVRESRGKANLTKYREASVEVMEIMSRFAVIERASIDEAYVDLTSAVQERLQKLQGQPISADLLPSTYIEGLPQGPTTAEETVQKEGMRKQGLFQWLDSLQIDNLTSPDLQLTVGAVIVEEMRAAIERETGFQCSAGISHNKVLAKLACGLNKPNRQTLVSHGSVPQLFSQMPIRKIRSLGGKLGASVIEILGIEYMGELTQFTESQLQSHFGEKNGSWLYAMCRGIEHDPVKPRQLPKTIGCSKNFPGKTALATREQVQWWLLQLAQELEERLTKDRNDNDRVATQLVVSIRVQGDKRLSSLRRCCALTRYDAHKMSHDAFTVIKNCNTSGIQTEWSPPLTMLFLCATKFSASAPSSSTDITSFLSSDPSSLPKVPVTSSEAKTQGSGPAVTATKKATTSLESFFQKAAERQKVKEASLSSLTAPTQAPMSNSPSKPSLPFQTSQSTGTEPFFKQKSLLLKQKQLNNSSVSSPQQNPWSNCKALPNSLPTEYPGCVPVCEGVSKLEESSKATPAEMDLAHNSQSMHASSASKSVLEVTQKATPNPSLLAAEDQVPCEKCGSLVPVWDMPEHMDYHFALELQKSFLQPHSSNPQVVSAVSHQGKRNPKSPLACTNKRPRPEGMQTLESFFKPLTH
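Pol eta (10 nM) was preincubated with compounds for 15 min at room temperature, after which fluorescent replication substrate (50 nM final) was added to start the reaction. Fluorescence was read kinetically at 0 and 10 min.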
Glioma ERSR ind – inducers of ER stress response in human glioma cells. hit rate 0.02% among 420,000. Potency, µM, inactives show at the top dose activation, actives largely listed as activators. AID 602332. U87-MG GRP78 promoter luciferase reporter, 16 h; also: potency is read from the fitted curve at half-maximal effect; series mostly up to about 76 µM; % of control where 0% means no effect; nearly all actives have a fitted effect of over 35% in size
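Stably transfected U87-MG glioma cells carrying a GRP78-based luciferase sensor; 16 h compound incubation. Luminescence end-point read 10 min after Bright-Glo addition at room temperature.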
APEX1 inh – blocks human APE1 abasic DNA cleavage. P27695. recombinant APE1, TAMRA/BHQ-2 abasic DNA cleavage fluorescence. Potency, µM (doses to about 65.8 µM), inactives show at the highest dose activity change, negative = inhibition, hits mostly inhibitors. hit rate 0.35% among 350,000;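 also: potency is read from the fitted curve at half-maximal effect; plate controls were vehicle for no effect and reference inhibitor for full effect; nearly all actives have a fitted effect of over 55% in size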
Target sequence (P27695 whole entry, looked up): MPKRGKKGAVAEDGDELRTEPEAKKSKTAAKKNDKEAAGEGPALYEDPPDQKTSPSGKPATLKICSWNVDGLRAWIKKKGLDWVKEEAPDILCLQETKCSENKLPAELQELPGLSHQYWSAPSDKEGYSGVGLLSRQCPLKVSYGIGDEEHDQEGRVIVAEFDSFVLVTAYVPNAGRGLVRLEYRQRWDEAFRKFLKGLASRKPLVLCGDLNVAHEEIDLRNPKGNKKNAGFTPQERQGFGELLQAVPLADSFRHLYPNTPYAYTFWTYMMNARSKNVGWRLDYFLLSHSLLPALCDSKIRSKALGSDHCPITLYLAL
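APE1 at 0.75 nM preincubated 15 min at room temperature with compound. Reaction then started with 50 nM double-stranded THF-abasic substrate labelled with TAMRA/BHQ-2, and 525/598 nm fluorescence read kinetically. Activity taken as third-minus-first read difference, normalized to DMSO and NSC13755 controls.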
POLK inh – DNA polymerase kappa (human) inhibition | purified Pol kappa, fluorescent DNA synthesis assay, 10 min | Potency, µM (top dose mostly 107 µM), inactives show at the top dose activity, negative = inhibition, hits mostly inhibitors | hit rate 0.53% among 400,000 | AID 588579; also: potency is read from the fitted curve at half-maximal effect; % is scaled to controls: 0 for no effect and ±100 for the full control effect
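First, compounds were pin-transferred onto 10 nM Pol kappa. After 15 min at room temperature, substrate was added to 50 nM final. Fluorescence was then measured kinetically at 0 and 10 min.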
* hit, by the source's call; ? = inconclusive; · = no result given; [ ] = remark or other dose. Unless noted, calls follow the shape of the dose curve; as a rule, active = well fitted curve in the direction sought with a large enough effect; inconclusive = small, poorly fitted or top-dose-only effect, or another doubt; inactive = no such curve, though single readings can be large; an effect the other way counts as inactive or inconclusive. Some of the compounds tested; rates above refer to the full screens.

SMILES | LDHA inh | Anesthetic bind | POLI inh | BLM helicase inh | Pol beta inh | Pol eta inh | Glioma ERSR ind | APEX1 inh | POLK inh
Cc1ccc(NC(=O)CCCN2C(=O)NC(C)(C)C2=O)cc1 | -6 | · | 15% | · | · | -17% | -4% | 9% | -3%
c1ccc2oc(-c3[nH]ncc3CN3CCC(N4CCSCC4)CC3)cc2c1 | -4 | -10% | -13% | 7% | 1% | -4% | -1% | 3% | -9%
Cc1csc(NC(=O)CCc2ccc(S(=O)(=O)N3CCOCC3)cc2)n1 | -5 | -20% | -1% | -14% | 15% | -21% | -4% | 19% | -11%
C=CCN(CC=C)C(=S)NC(=O)c1ccc(C)c(Br)c1 | -5 | -20% | -7% | -3% | 2% | -17% | -5% | 0% | -13%
O=c1c2cc3c(cc2nc2sc(Nc4ccc(F)c(Cl)c4)nn12)OCO3 | 1 | -2% | 4% | 10% | 1% | -8% | -1% | · | -1%
CCCN(C(=O)CCn1cnc2onc(-c3ccc(F)cc3)c2c1=O)c1ccccc1C | 0 | -1% | ? | -6% | 8% | -6% | -2% | · | -10%
COc1ccc(OC)c(-n2c(SCC(=O)Nc3cc(C)on3)nnc2-c2c[nH]c3ccccc23)c1 | -9 | -2% | -22% | -3% | 0% | -11% | -2% | -3% | -12%
Cc1nnsc1SC(C)C(=O)O (stereo unspecified) | -6 | -6% | -1% | -3% | 40% | 9% | -2% | 17% | -10%
Cc1cccc(N2CCN(CC(O)COc3ccc(Cl)cc3)CC2)c1 (stereo unspecified) | -1 | 29% | -28% | -2% | 4% | -9% | 1% | -2% | -12%
O=C(Nc1ccc(Cl)cc1)C1CCCN(c2cnccn2)C1 (stereo unspecified) | -5 | -15% | ? | 0% | -4% | -13% | -1% | -10% | 3%
O=C(Cc1ccccc1)NNC(=S)Nc1ccc(Cl)cc1 | -9 | -9% | 36%[activator] | 4% | 18% | -2% | 8% | -4% | -7%
Oc1c(Cl)cc(Cl)cc1C=Nc1cc(C(F)(F)F)ccc1N1CCc2ccccc2C1 | -6 | -5% | -24% | -9% | 3% | -11% | 11% | -6% | -12%
CCOc1ccc(N)c(SSc2cc(OCC)ccc2N)c1 | 1 | -7% | ? | -1% | 9% | -7% | -9% | 2% | -4%
CCCCOC(=O)Nc1cccc(C(C)=O)c1 | 0 | ? | 10% | 0% | 2% | -1% | 5% | -5% | -11%
COc1nc(N)nc2c1ncn2C1OC(CO)CC1O (stereo unspecified) | 3 | · | 8% | · | · | -2% | -4% | · | -4%
Nc1c(C(=O)Nc2ccc(F)cc2)sc2nc(-c3ccco3)ccc12 | 1 | -7% | -4% | -14% | -1% | -13% | 2% | ? | 1%
Cc1ccc2oc(=O)c3cc(C(=O)NCCCOC(C)C)sc3c2c1 | -1 | -7% | 24% | -2% | 21% | -14% | 0% | · | -7%
COc1cc2c(C#CCCCO)c(-c3ccsc3)oc(=O)c2cc1OC | 0 | · | -1% | · | · | -4% | 1% | -11% | 4%
COCCCNC(=S)NNC(=O)c1ccc2c(c1)OCO2 | -1 | -10% | 13% | 0% | 13% | -4% | -2% | 2% | -6%
CSCC[C@H](NC(=O)[C@@H]1Cc2ccccc2CN1)C(=O)Nc1ccc2c(c1)OCCO2 | -5 | -10% | 49%[activator] | -1% | 2% | -23% | -9% | -10% | -8%
COc1ccc(C(=O)N2CCC(C(=O)Nc3ccc4c(c3)OCO4)CC2)cc1 | -10 | -4% | -6% | 0% | -1% | -6% | -5% | 7% | -12%
Cc1cc(/C=C2\SC(=S)NC2=O)c(C)n1C | -11 | -23% | ? | -18% | 40µM* | 28µM* | 6% | -4% | 79µM*
Cc1ccc(C(=O)Nc2ccccc2Oc2ccccc2)cc1[N+](=O)[O-] | -6 | ? | 5% | -11% | 41% | -17% | 3% | -4% | -6%
COc1ccc(CNC(=O)CCCn2c(=O)c3cccn3c3ccc(F)cc32)cc1OC | -2 | 3% | 20% | 2% | 1% | -7% | -3% | · | -1%
COc1ccc(C2C(C#N)=C(N)Oc3cc(C)n(CCN4CCOCC4)c(=O)c32)cc1OC (stereo unspecified) | -3 | -2% | 5% | -7% | 12% | -2% | -3% | 0% | -9%

Nothing new here: entries from further up.
SMILES | LDHA inh | Anesthetic bind | POLI inh | BLM helicase inh | Pol beta inh | Pol eta inh | Glioma ERSR ind | APEX1 inh | POLK inh
Cc1ccc(NC(=O)CCCN2C(=O)NC(C)(C)C2=O)cc1 | -6 | · | 15% | · | · | -17% | -4% | 9% | -3%
c1ccc2oc(-c3[nH]ncc3CN3CCC(N4CCSCC4)CC3)cc2c1 | -4 | -10% | -13% | 7% | 1% | -4% | -1% | 3% | -9%
Cc1csc(NC(=O)CCc2ccc(S(=O)(=O)N3CCOCC3)cc2)n1 | -5 | -20% | -1% | -14% | 15% | -21% | -4% | 19% | -11%
C=CCN(CC=C)C(=S)NC(=O)c1ccc(C)c(Br)c1 | -5 | -20% | -7% | -3% | 2% | -17% | -5% | 0% | -13%
O=c1c2cc3c(cc2nc2sc(Nc4ccc(F)c(Cl)c4)nn12)OCO3 | 1 | -2% | 4% | 10% | 1% | -8% | -1% | · | -1%
CCCN(C(=O)CCn1cnc2onc(-c3ccc(F)cc3)c2c1=O)c1ccccc1C | 0 | -1% | ? | -6% | 8% | -6% | -2% | · | -10%
COc1ccc(OC)c(-n2c(SCC(=O)Nc3cc(C)on3)nnc2-c2c[nH]c3ccccc23)c1 | -9 | -2% | -22% | -3% | 0% | -11% | -2% | -3% | -12%
Cc1nnsc1SC(C)C(=O)O (stereo unspecified) | -6 | -6% | -1% | -3% | 40% | 9% | -2% | 17% | -10%
Cc1cccc(N2CCN(CC(O)COc3ccc(Cl)cc3)CC2)c1 (stereo unspecified) | -1 | 29% | -28% | -2% | 4% | -9% | 1% | -2% | -12%
O=C(Nc1ccc(Cl)cc1)C1CCCN(c2cnccn2)C1 (stereo unspecified) | -5 | -15% | ? | 0% | -4% | -13% | -1% | -10% | 3%

Following part:
SMILES | LDHA inh | Anesthetic bind | POLI inh | BLM helicase inh | Pol beta inh | Pol eta inh | Glioma ERSR ind | APEX1 inh | POLK inh
Cc1ccc2c(cnn2C(=O)CCC(=O)NC2CCCC2)c1 | 2 | -14% | 15% | -2% | ? | 3% | 0% | 21% | -12%
NC(=O)C1(N2CCCCC2)CCN(C(=O)CSc2nc(C(F)(F)F)cc(=O)[nH]2)CC1 | -2 | -2% | -1% | -8% | -3% | -1% | -1% | 1% | -17%
CCC(=O)N1CCc2cc(S(=O)(=O)NCCC(=O)NC(C)c3ccccc3)ccc21 (stereo unspecified) | -1 | -14% | 2% | 2% | 2% | -11% | -1% | · | 1%
CN1C(=O)Cn2c1nc1ccccc12 | -10 | -10% | -13% | -2% | -12% | -6% | -3% | -2% | -1%
NC(=O)C1CCN(C(=O)c2cccc(S(=O)(=O)N3CCc4ccccc4C3)c2)CC1 | -3 | -3% | 99%[activator] | 0% | -15% | -5% | -4% | 8% | -10%
Cc1cc(-c2ccccc2)n(-c2ccc(C(=O)N3CCN(c4ncccn4)CC3)cc2)n1 | 1 | -17% | -11% | -1% | 5% | -12% | -2% | -1% | -13%
O=C(Cc1ccsc1)NNC(=O)c1ccccc1Cl | 3 | · | 14% | · | · | -1% | 0% | 9% | 0%
COc1cc(CC(=O)Nc2cc(S(C)(=O)=O)ccc2Cl)cc(OC)c1OC | -9 | -3% | -10% | -5% | 0% | -10% | -4% | 1% | 0%
CN(Cc1ccccc1)CC(O)COc1ccc(CNCCCOc2cccnc2)cc1 (stereo unspecified) | 0 | -10% | -10% | 8% | -13% | -12% | -4% | 12% | 13%
COC(=O)c1c(NC(=O)CN2C(=O)C(=O)N(CC(C)C)C2=O)sc2c1CCCCC2 | -5 | -2% | 13% | -11% | 1% | -22% | -3% | 0% | -19%
COc1ccc(CCN(C)C(=O)CSc2nc3ncc(Cl)cc3[nH]2)cc1OC | -2 | -3% | 8% | -2% | -14% | -5% | -4% | -4% | -2%
Cc1cccc(OCC(=O)NCCNC(=O)c2cccnc2)c1 | 1 | -4% | -20% | -1% | -11% | -9% | -3% | -10% | -4%
Cc1cc[n+](CC(=O)c2ccc(F)cc2)cc1 | -1 | · | ? | · | · | · | 0% | · | -15%
COc1ccc(NC(=O)CCNC(=O)Cn2ccc3ccccc3c2=O)cc1Cl | -5 | 2% | 117%[activator] | -3% | 30% | -17% | 0% | 7% | 3%
C=CCC(=O)N1CCC(n2nccc2NC(=O)CCOc2ccccc2)CC1 | -14 | 0% | -9% | -2% | 8% | 1% | 3% | -4% | -8%
CC[C@]12c3[nH]c4ccc(OC)cc4c3CCN1C(=O)C(CC(=O)NCc1ccco1)C[C@@H]2C(=O)N1CCN(C(=O)C2CC2)CC1 (stereo partly specified) | -2 | · | 48%[activator] | · | · | -9% | -2% | -2% | -9%
COCc1[nH]nc2c1C(c1cc(OC)c(O)c(OC)c1)C(C#N)=C(N)O2 (stereo unspecified) | 21 | -8% | ? | -1% | -1% | -9% | -2% | 4% | 6%
COc1ccc(-c2c(C#N)c(SCC(=O)Nc3ccc(C)cc3)nc(C)c2C(=O)Nc2ccccc2)cc1 | -3 | -7% | 15% | -6% | 3% | -21% | -1% | · | 3%
CC1CCCC(NS(=O)(=O)c2ccc3c(c2)OCCO3)C1C (stereo unspecified) | 2 | ? | 5% | -3% | -4% | -12% | -9% | 3% | -7%

Source: PubChem (National Center for Advancing Translational Sciences (NCATS))
